CHT inh = inhibits the human high affinity choline transporter | CHT-expressing cells, membrane potential dye, choline response; active compounds read low | AID 488975 | B-score at 10 µM | Q9GZV3 | actives 0.86% (n = 310,000);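 active means B-score over 3 SD under the library average, and starting fluorescence ratio not unusually high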;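 further: choline stimulus applied at its EC90 after an EC20 pre-addition; B-score computed on integrated fluorescence ratio after choline addition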
Target sequence (Q9GZV3 whole entry, looked up): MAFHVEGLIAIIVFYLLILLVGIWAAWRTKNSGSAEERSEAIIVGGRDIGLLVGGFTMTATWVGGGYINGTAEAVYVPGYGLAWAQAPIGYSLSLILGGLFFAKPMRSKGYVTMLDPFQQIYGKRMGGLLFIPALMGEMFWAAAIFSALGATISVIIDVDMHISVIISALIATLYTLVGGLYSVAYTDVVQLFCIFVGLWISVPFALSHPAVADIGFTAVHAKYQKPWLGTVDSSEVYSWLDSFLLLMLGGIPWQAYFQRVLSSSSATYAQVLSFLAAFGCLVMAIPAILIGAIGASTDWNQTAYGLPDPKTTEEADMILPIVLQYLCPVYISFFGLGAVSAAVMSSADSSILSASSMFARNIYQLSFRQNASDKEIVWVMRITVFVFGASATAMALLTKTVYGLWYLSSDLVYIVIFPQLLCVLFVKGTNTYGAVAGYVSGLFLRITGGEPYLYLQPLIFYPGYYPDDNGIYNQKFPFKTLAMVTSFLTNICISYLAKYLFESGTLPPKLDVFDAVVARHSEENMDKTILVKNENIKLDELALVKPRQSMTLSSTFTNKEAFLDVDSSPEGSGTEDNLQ
KCNQ2 inh = KCNQ2 channel blockers in CHO-K1 cells – cell-based, FluxOR thallium flux, B-score, primary screen (AID 2156); 20 min; active compounds read low; B-score at 10 µM; actives 1.1% (n = 310,000);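 active means fluorescence ratio B-score at most minus 3 library SDs, with starting brightness B-score within 2 library SDs, cut at about -5.5 in these data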
Kir21 inh = inhibitors of mouse Kir2.1 inward-rectifier potassium channel; AID 1672; B-score at 10 µM; HEK293-Kir2.1, FluxOR thallium flux fluorescence; active compounds read low; actives 0.85% (n = 310,000);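 active means fluorescence ratio B-score at or below minus 3 SD of library scores, with starting-brightness B-score within 2 SD, cut at about -4.2 in these data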;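 further: channel flux triggered by added potassium and thallium sulfate stimulus; B-score of peak minus minimum fluorescence over baseline after thallium stimulus; more negative B-score means stronger Kir2.1 block with less thallium influx; some compounds called inactive have numbers as strong as hits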
Target sequence (P35561 whole entry, looked up): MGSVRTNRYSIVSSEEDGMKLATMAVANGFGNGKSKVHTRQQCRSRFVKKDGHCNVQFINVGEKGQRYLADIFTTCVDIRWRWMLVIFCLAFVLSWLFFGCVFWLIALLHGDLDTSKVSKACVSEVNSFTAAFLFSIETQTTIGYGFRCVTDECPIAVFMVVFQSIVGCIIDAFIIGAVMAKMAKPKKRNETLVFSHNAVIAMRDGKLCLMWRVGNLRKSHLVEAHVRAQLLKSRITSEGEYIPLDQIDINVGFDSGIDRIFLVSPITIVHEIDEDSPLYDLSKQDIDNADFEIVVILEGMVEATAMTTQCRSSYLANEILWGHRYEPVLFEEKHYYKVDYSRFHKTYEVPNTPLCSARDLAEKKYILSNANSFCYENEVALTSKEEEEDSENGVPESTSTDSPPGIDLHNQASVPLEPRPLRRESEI
The depositor's hits bear a star; i = inactive; nt = not tested or not shown.

SMILES	CHT inh	KCNQ2 inh	Kir21 inh
Cc1ccc(C(=O)OCc2ccc3c(c2)OCO3)cc1S(=O)(=O)N1CCCCC1	i	i	-0.18
CCOC(=O)c1cn2nc(Oc3cccc(C(F)(F)F)c3)ccc2n1	i	i	1.1
COc1ccc(N2CCN(C(=O)NC(=O)c3ccccc3)CC2)cc1	i	i	-0.58
CN1C(C(=O)Nc2ccc(OC(F)(F)F)cc2)=CC(c2ccco2)=NS1(=O)=O	i	i	-0.52
COc1ccc(OC)c(-n2c(SC)nnc2-c2c[nH]c3ccccc23)c1	i	i	-0.03
O=C(CCN1CCCCC1)NCC1OCCc2ccccc21 (configuration not stated)	i	i	0.23
CC(NC(=O)OCc1ccccc1)C(=O)NCC(=O)NC(Cc1ccc(OC(C)(C)C)cc1)C(=O)OC(C)(C)C (configuration not stated)	i	i	-2.4
COc1ccc(CCn2nnnc2C(C(C)C)N2CCN(c3ncccn3)CC2)cc1OC (configuration not stated)	i	i	-1.1
CCc1ccc(Nc2nnc(SCC(=O)N(C)CC(=O)Nc3ccccc3CC)s2)cc1	i	i	-0.01
O=C(CN(C(=O)c1csnn1)c1ccccc1Cl)NC1CCCC1	i	i	1.8
CN=c1scc(-c2ccccc2F)n1/N=C/c1ccc(O)c(O)c1O	nt	i	2
O=C(O)Cc1c(-c2ccccc2)c2cc(Br)ccc2[nH]c1=O	i	i	0.36
CC(=O)Oc1cccc(/C=C2\Sc3ccccc3C2=O)c1	i	i	-0.48
COc1ccc(C(NC(=O)CC(C)C)NC(=O)CC(C)C)cc1OC	i	i	1.4
COc1ccc(CCNC(=O)CSc2ncc(C(=O)Nc3ccccc3)c(=O)n2C)cc1	i	i	-1.1
CNc1ncc(C(=O)c2ccc(F)cc2)s1	i	i	-1.2
CCOC(=O)N1CCN(C(=O)CSc2nc(CC)nc3c2c(=O)n(C)c(=O)n3C)CC1	i	i	0.02
CC(C)N1C(=O)C(O)(C2COC(C)(C)CC2=O)c2ccccc21 (configuration not stated)	i	i	1.8
O=C(Cn1nc(-c2ccc(Cl)cc2)ccc1=O)NCC1COCCO1 (configuration not stated)	i	i	0.02
CC(=O)c1ccc(OC(=O)COc2ccccc2)cc1	i	i	1.2
O=c1c2c(nc3c(-c4ccccc4)c[nH]n13)CCC2	i	i	-0.03
CCCN(CC(=O)Nc1ccc(Cl)cc1Cl)C(=O)/C=C/c1cc(OC)ccc1OC	i	i	-0.14
Cc1ccc(N(CC(=O)Nc2ccc(F)c(Cl)c2)S(=O)(=O)c2c(C)noc2C)cc1	i	i	0.01
CC(Oc1ccc2c3c(c(=O)oc2c1)CCCC3)C(=O)NCCN1CCOCC1 (configuration not stated)	i	i	0.53
Cc1ccc(NC(=O)c2cccc(OC(F)F)c2)c(OC(F)F)c1	i	i	-1.9

The final 6 records of the section above come first, to join the parts.
SMILES	CHT inh	KCNQ2 inh	Kir21 inh
CC(=O)c1ccc(OC(=O)COc2ccccc2)cc1	i	i	1.2
O=c1c2c(nc3c(-c4ccccc4)c[nH]n13)CCC2	i	i	-0.03
CCCN(CC(=O)Nc1ccc(Cl)cc1Cl)C(=O)/C=C/c1cc(OC)ccc1OC	i	i	-0.14
Cc1ccc(N(CC(=O)Nc2ccc(F)c(Cl)c2)S(=O)(=O)c2c(C)noc2C)cc1	i	i	0.01
CC(Oc1ccc2c3c(c(=O)oc2c1)CCCC3)C(=O)NCCN1CCOCC1 (configuration not stated)	i	i	0.53
Cc1ccc(NC(=O)c2cccc(OC(F)F)c2)c(OC(F)F)c1	i	i	-1.9
CCc1ccc(N(CC(=O)N2CCCCCC2)S(C)(=O)=O)cc1	i	i	0
Cn1c2c(c(=O)n(C)c1=O)C(C(F)(F)F)(C(F)(F)F)N=C(C1CCCCC1)N2	i	i	-0.43
CN(C)CCCNc1nc(N)c([N+](=O)[O-])c(NCc2ccccc2)n1	i	i	-0.68
O=C(CSCc1ccc(Cl)cc1)N/N=C/c1ccc(OCC(=O)Nc2ccccc2)cc1	i	i	-1
CCOC(=O)c1cc(NC(=O)CSc2nnc(CN3CCOCC3)n2C)ccc1Cl	i	i	-0.36
CCC(=O)c1c(NC(CC)CO)cc(C)oc1=O (configuration not stated)	i	i	-0.99
Cc1ccc(N=Nc2c(N)[nH]n3c(=O)c4c(nc23)CCCC4)cc1	nt	i	2
Cc1ccc(C(=O)c2ccc([N+](=O)[O-])cc2)cc1	i	i	1.5
COC(=O)C1(Cc2cc(-c3cccc(Br)c3)no2)CCN(C(=O)OC(C)(C)C)CC1	i	i	-0.56
O=C(O)CC1Sc2nnc(COc3ccc(Cl)cc3)n2N=C1c1ccccc1 (configuration not stated)	i	i	-0.12
CC(C)(C)c1cc(OC(=O)C2CCCC2)ccc1O	i	i	1.9
COc1ccccc1NC(=S)NCCSc1ccc(C)cc1	i	i	-3.9
CCN(CCNC(=O)C1CCC(=O)N1Cc1ccc(C)cc1)c1ccccc1 (configuration not stated)	i	i	0.95
Cc1c(C(=O)N2CCOCC2)sc(NC(=O)c2ccc([N+](=O)[O-])cc2)c1C#N	i	i	2.2
O=C(NCc1c(F)cccc1F)c1cc(COc2c(F)cccc2F)on1	i	i	-1.2
CCc1nc(SCC(=O)N2CCN(C(=O)c3ccco3)CC2)c2c3c(sc2n1)CCCC3	i	i	-0.51
CCOC(=O)N1CCN(C(=O)CCn2c(=S)[nH]c3ccsc3c2=O)CC1	i	i	0.76
COc1ccc(CN(CCC(c2ccccc2)c2ccco2)C(=O)c2ccco2)cc1 (configuration not stated)	i	-6.7*	-0.19
Cc1cccc(C(=O)NC(=S)Nc2ccc(S(=O)(=O)N(C)c3ccccc3)cc2)c1	i	i	0.8
CC(C)Cn1c(CCNC(=O)c2ccco2)nc2ccccc21	i	i	-0.59
Cc1cc(C(=O)Nc2nnc(C3CCCCC3)s2)no1	i	i	-0.46
COc1ccc(OC)c(NC(=O)COC(=O)CNC(=O)c2ccc(OC)c(OC)c2)c1	i	i	0.9
COc1ccccc1C(=O)Nc1ccnn1C1CCN(C(=O)C2CCOC2)CC1 (configuration not stated)	i	i	0.39
COc1cccc(CSc2nc3cc4c(cc3cc2C)OCCO4)c1	i	i	0
COc1ccc(C(=O)NC2=NCCS2)cc1S(=O)(=O)N1CCCCC1C (configuration not stated)	i	i	2.2

For convenience, three of the compounds above:
SMILES	CHT inh	KCNQ2 inh	Kir21 inh
Cc1c(C(=O)N2CCOCC2)sc(NC(=O)c2ccc([N+](=O)[O-])cc2)c1C#N	i	i	2.2
O=C(NCc1c(F)cccc1F)c1cc(COc2c(F)cccc2F)on1	i	i	-1.2
CCc1nc(SCC(=O)N2CCN(C(=O)c3ccco3)CC2)c2c3c(sc2n1)CCCC3	i	i	-0.51

Returning to the listing, repeating the 2 entries before the break.
SMILES	CHT inh	KCNQ2 inh	Kir21 inh
COc1cccc(CSc2nc3cc4c(cc3cc2C)OCCO4)c1	i	i	0
COc1ccc(C(=O)NC2=NCCS2)cc1S(=O)(=O)N1CCCCC1C (configuration not stated)	i	i	2.2
Cc1ccc(N2C(=O)N3[C@H](c4ccc(Br)cc4)[C@@H]4C(=O)N(C(C)(C)C)C(=O)[C@@H]4[C@]3(C)C2=O)cc1	i	i	-1.5
O=C(c1ccoc1)N1CCCC(Nc2ccc(F)c(F)c2)C1 (configuration not stated)	i	i	0.12
Cc1cccc(CS(=O)(=O)c2ncc(Cl)c(C(=O)NCc3ccccc3)n2)c1	i	i	-0.5
O=c1c2ccccc2nnn1COc1ccc(Cl)cc1Br	i	i	1.6
COc1ccc(NC(=O)Cn2c(CCC(=O)O)ccc2-c2ccccc2)cc1	i	i	0.3
CC(C)=CCN1CCN(Cc2ccoc2)CC1CCO (configuration not stated)	i	i	-1.7
COc1ccc(CCNC(=O)CCn2cccc2)cc1OC	i	i	-2.4
COc1ccc(-n2nc(C(=O)NCC(=O)NCCCN3CCN(C)CC3)c3ccccc3c2=O)cc1OC	i	i	0.37
O=C(Cn1nnc(-c2ccccc2)n1)NC1CCS(=O)(=O)C1 (configuration not stated)	i	i	-1.3
Cc1cc(NC(=O)CSc2ccc3nnc(-c4cccc(F)c4)n3n2)no1	i	i	1.8
CN1CCC(=O)N(CCSc2ccc(Br)cc2)CC1	i	i	-1.9
COCCNCCCOc1ccc(Cl)cc1Br	i	i	-0.06
CCn1nnnc1SCC(=O)c1ccc(NC(C)=O)cc1	i	i	-0.37
Cc1c(NC(=S)NC(=O)C(c2ccccc2)c2ccccc2)cccc1C(=O)O	i	i	0.38
CCOC(=O)C(C)Oc1ccc(=O)n(-c2ccccc2)n1 (configuration not stated)	i	i	0.05
CN(C)c1ccc(N=Nc2ccc(S(N)(=O)=O)cc2)cc1	i	i	1.4
CCOC(=O)C1=C(CNCc2ccccc2Cl)NC(=O)NC1c1cccc([N+](=O)[O-])c1 (configuration not stated)	i	-6.3*	-0.11
COc1ccc(C[C@@H]2CN3C(=NC[C@@H]3C)N2C[C@H](C)NC(=O)CCC2CCCCC2)cc1	i	i	-0.63
Cn1c(=O)c(/C(N)=N/OC(=O)c2ccccc2)cn(-c2ccccc2)c1=O	i	i	0.11
COC(=O)c1nn(-c2ccc(OC)cc2)c(=O)cc1Oc1ccccc1	i	i	-0.05
CN1C(=S)SC2CS(=O)(=O)CC21 (configuration not stated)	i	i	-0.06
O=C(CSc1nccc(=O)[nH]1)NCc1ccc(Cl)cc1	i	i	0.71
O=C1CN(C(=O)CNC(=O)c2ccccc2Cl)c2ccccc2N1	i	i	0.69
OCC(C#CCN1CCCCC1)NCc1ccccc1 (configuration not stated)	i	i	0.42
Cc1ccc(N(C)S(=O)(=O)c2ccc3[nH]cc(C(=O)NCCCN4CCOCC4)c(=O)c3c2)cc1C	i	i	1.4

(list continues)
SMILES	CHT inh	KCNQ2 inh	Kir21 inh
CC(=O)OC(C(=O)NC1CCCCC1)c1ccccc1Cl (configuration not stated)	i	i	0.97
S=C(NCC1CCCO1)c1ccc(Br)cc1 (configuration not stated)	i	i	-0.03
O=c1cc(Nc2ccc3c(c2)OCO3)[nH]c(=O)n1-c1ccc(Br)cc1	i	i	-0.15
O=C(Nc1ccc(Br)cc1)c1cc(-c2ccc3c(c2)OCO3)on1	i	i	1.1
CCOC(=O)N1CCN(Cc2nc3cc(NC(=O)c4ccco4)ccc3n2C)CC1	i	i	0.53
COc1ccc(S(=O)(=O)Nc2ccccc2C(=O)NCc2ccco2)cc1	i	i	-2.7
O=S1(=O)CCC(N=Nc2c(O)n(Cc3ccccc3)c3ccccc23)C1 (configuration not stated)	i	i	0.03
CC(C)OC(=O)C1C2C=CC3(CN(CC4CCCO4)C(=O)C13)O2 (configuration not stated)	i	i	1.2
CC(C)C[C@H](NC(=O)c1nc[nH]c1C(=O)N1CCN(c2ccccc2)CC1)C(=O)OC(C)(C)C	i	i	-2.2
CCc1ccc(NC(=O)Nc2c(C)n(C)n(-c3ccccc3)c2=O)cc1	i	i	0.59
Cc1[nH]c2ccc(F)cc2c(=O)c1SC(F)(F)C(F)C(F)(F)F (configuration not stated)	i	i	1.2
CCC(C)c1ccc(NC(=O)C2CC3CCC2C3)cc1 (configuration not stated)	i	i	0.01
COc1ccc2[nH]c(C(=O)O)c(NS(=O)(=O)c3ccc(Cl)s3)c2c1	i	i	-0.23
Nc1nc(SCc2ccc(Cl)cc2)ns1	i	i	-0.45
CN(C(=O)COC(=O)c1c2c(nc3ccccc13)CCCC2)c1c(N)n(Cc2ccccc2)c(=O)[nH]c1=O	i	i	-0.41
CC(C)[C@H](NC(=O)NC1CCCc2ccccc21)C(=O)O (some centres not stated)	i	i	-0.25
CN(C)C(=O)NC(Nc1ccc(Cl)cc1Cl)C(Cl)(Cl)Cl (configuration not stated)	i	i	-0.76
CCCCc1ccc(NC(=O)CN2NS(=O)(=O)c3ccccc3C2=O)cc1	i	i	-0.11
CC(C)c1ccc(Nc2cnn(C34CC5CC(CC(CC(=O)O)(C5)C3)C4)c(=O)c2Cl)cc1	i	i	-1.1
O=C(O)CC1(CC(=O)NCc2csc(-c3cccs3)n2)CCCCC1	i	i	-0.38
Cc1nnsc1S(=O)c1ccc(Cl)cc1 (configuration not stated)	i	i	1.3
Cc1ccc(C(=O)Nc2cc(C)c(OCC(=O)N3CCOCC3)c(C)c2)cc1	i	i	2
COc1ccc(C(CC(=O)N2CCCCC2)C(C)C)cc1 (configuration not stated)	i	i	-0.82
COc1ccc(NC(=O)N2CCC(n3nnc4cc(C)ccc43)CC2)cc1	i	i	2.5
CC(=O)N(Cc1cccs1)C1CCOC(C)(C)C1 (configuration not stated)	i	i	2.4

Other results:
SMILES	CHT inh	KCNQ2 inh	Kir21 inh
COc1ccc(-c2nc3c4ccccc4[nH]c(=O)n3n2)cc1	i	i	-0.91
COc1ccccc1N1CCN(C(=O)Cn2nc(C(F)(F)F)c3c2CCC3)CC1	i	i	-0.27
CN(c1ccccc1)S(=O)(=O)c1ccc(NC(=O)C2CCCCC2C(=O)O)cc1 (configuration not stated)	i	i	1.4
COc1ccc(OC)c(Nc2ncnc3c2cnn3-c2cccc(C)c2)c1	i	i	1.1
CC1=C(C(=O)OCCOc2ccccc2)C(c2coc3ccccc3c2=O)C2=C(CCCC2=O)N1 (configuration not stated)	i	i	0.68
CCCN(CC(=O)Nc1ccccc1C)C(=O)/C=C/c1ccc(S(=O)(=O)N2CCCCCC2)cc1	i	i	-0.24
CC(Nc1ccccc1)c1cccnc1 (configuration not stated)	i	i	0.95
COc1cccc(C(=O)/C=C/Nc2ccc(S(=O)(=O)Nc3cc(OC)nc(OC)n3)cc2)c1	i	i	1.4
